# Source: PubChem (several laboratories)
# S1P4 antag – antagonists of human S1P4 receptor; 220,000 tested, 0.26% active; AID 1510; inhibition, % at 4.98 µM; S1P4-expressing cells, antagonist mode, reporter read-out; in the data active = inhibition above about 29%;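 also: 0% = wells stimulated with agonist and 100% = vehicle wells without agonist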
# S1P4 agonist – human S1P4 receptor agonism | 220,000 tested, 0.35% active | S1P4-expressing cell line, agonist reporter assay | activation, % at 4.98 µM | O95977; in the data active = activation above about 11%;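 also: 0% = DMSO vehicle and 100% = reference agonist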
# EP2 modulator – modulates human prostaglandin E2 receptor EP2 signaling. 260,000 tested, 0.83% active. P43116. EP2-expressing cells, cAMP HTRF FRET, PGE2 co-stimulation. induction, % at 25 µM. AID 940;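 active = compounds whose cAMP rise, as percent of the full-agonist control response, exceeds 60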;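 also: rat C6 glioma line stably carrying human EP2 under a CMV promoter; the protocol text gives 20 µM as final concentration; 100% = response of wells given 1 µM PGE2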
# Target sequence (P43116 whole entry, looked up): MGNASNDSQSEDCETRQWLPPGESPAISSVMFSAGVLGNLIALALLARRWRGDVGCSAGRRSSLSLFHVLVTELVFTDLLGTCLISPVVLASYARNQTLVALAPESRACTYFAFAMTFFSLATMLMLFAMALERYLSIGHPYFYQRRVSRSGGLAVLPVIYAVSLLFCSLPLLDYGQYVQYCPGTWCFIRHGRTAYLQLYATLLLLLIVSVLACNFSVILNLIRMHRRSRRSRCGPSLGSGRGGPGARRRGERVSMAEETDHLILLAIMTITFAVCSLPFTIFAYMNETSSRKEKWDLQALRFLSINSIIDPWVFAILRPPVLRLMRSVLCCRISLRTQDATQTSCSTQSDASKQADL
# BaF3 tox – reduces parental Ba/F3 cell viability, JAK2V617F counter-screen; CellTiter-Glo ATP luminescence; inhibition, % at 5.6 µM; 220,000 tested, 1.1% active; AID 1486;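 active = inhibition above a per-campaign cutoff, the mean inhibition of all tested compounds plus 3 SD, cut at about 27% in these data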;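 also: 0% = DMSO wells and 100% = JAK Inhibitor I control wells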
# Ba/F3 V617F tox – reduce viability of Ba/F3 cells dependent on JAK2V617F; Ba/F3 EpoR-JAK2V617F viability, ATP luminescence; inhibition, % at 5.6 µM; 220,000 tested, 1.1% active;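 active = inhibition above the campaign mean plus 3 SD over all tested compounds, cut at about 24% in these data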;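 also: cytokine-independent growth of Ba/F3 cells driven by EpoR plus mutant JAK2; 0% = DMSO-treated cells and 100% = JAK inhibitor I control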
# TRPN1 ag – agonists of zebrafish TRPN1 channel | HEK293 zebrafish TRPN1-YFP, Fluo-8 calcium fluorescence; 100% = response to 87 µM carbachol | activation, % at 3 µM | 220,000 tested, 0.18% active;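 active = activation above its plate's cutoff, the mean activation of test wells on that plate plus 3 SD, cut at about 19% in these data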;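 also: 0% = DMSO alone and 100% = 87 µM carbachol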
#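 Material: zebrafish TRPN1-YFP in HEK293 cells. Doses: one dose of 3 µM, 0.3% DMSO. Incubation: dye 1 h 37 °C plus 30 min RT. Measured by: intracellular calcium fluorescence with Fluo-8.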
# PERK inh – inhibitors of human PERK kinase; inhibition, % at 5.6 µM; 220,000 tested, 0.17% active; Q9NZJ5; CHO PERK-DD fusion, SEAP luminescence translation reporter;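 active = inhibition above the mean inhibition of all tested compounds plus 3 SD, set separately per screening campaign, cut at about 2.9% in these data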;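 also: PERK kinase domain activated by AP20187 dimerizer at 100 nM; 0% = DMSO with dimerizer and 100% = rapamycin at 8.4 µM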
# Calpain2 inh – inhibitors of pig calpain II; purified calpain II, fluorogenic peptide substrate, 30 min; inhibition, % at 16 µM; 220,000 tested, 0.37% active; AID 1236;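 active = inhibition above about 50%, limit read from the data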
# TRPML3 ag – agonists of human TRPML3 channel | Q8TDD5 | HEK293 TRPML3-YFP, Fluo-8 calcium fluorescence; 100% = the carbachol control signal | activation, % at 3 µM | 220,000 tested, 0.29% active;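 active = activation above its plate's cutoff, the mean activation of the plate's test wells plus 3 SD, cut at about 12% in these data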;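 also: 0% = DMSO only wells and 100% = carbachol wells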
# Target sequence (Q8TDD5 whole entry, looked up): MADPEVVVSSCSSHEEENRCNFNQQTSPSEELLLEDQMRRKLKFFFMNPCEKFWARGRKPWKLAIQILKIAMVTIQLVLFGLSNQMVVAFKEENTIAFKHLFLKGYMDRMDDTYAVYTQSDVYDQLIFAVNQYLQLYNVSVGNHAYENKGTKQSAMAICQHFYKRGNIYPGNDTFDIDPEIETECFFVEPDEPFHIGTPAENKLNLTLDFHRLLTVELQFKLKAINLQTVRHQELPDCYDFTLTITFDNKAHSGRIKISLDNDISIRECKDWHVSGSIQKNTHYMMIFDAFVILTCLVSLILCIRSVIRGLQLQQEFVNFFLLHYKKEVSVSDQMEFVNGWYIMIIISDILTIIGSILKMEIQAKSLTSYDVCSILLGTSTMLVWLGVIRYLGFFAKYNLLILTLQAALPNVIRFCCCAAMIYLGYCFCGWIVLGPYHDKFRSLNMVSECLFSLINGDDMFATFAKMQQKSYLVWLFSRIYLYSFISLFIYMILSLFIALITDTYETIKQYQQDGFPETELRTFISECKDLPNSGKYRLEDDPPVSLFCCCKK
#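 Test system – HEK293 line with stable expression of human TRPML3-YFP channel · Control set – carbachol 87 µM final as high control (100%), DMSO as low control (0%) · Signal – Fluo-8 calcium dye fluorescence, ex 470-495, em 515-575 nm · Incubation – 1-h 37 °C dye load, 5-s basal, 120-s post-compound reads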
# * = called active by the depositor; i = inactive; · = not tested or not shown; & = joins results of further samples.
item	smiles	S1P4 antag	S1P4 agonist	EP2 modulator	BaF3 tox	Ba/F3 V617F tox	TRPN1 ag	PERK inh	Calpain2 inh	TRPML3 ag
1	CCOC(=O)C1(S(=O)(=O)c2ccc(Cl)cc2)CCN(Cc2ccc(C)cc2)CC1	-2	-1.0	19	1	-3	-0.8	0.3	-27	-1.2
2	COc1cccc(-c2nc(N3CCCC3)c3ccccc3n2)c1O	-8	0.3	-1	0	1	0.3	-1.2	-6	-0.4
3	Cc1cccc(NC(=O)Cn2cnc3c(cnn3-c3ccc(F)cc3)c2=O)c1C	-10	0.6	-16	4	4	-0.2	-0.6	-1	0.8
4	CC(C)CNS(=O)(=O)c1ccc(S(=O)(=O)N2CCN(CCC#N)CC2)cc1	0	1.4	-6	4	1	0.4	1.0	-8	-0.1
5	Cc1ccc(N2CCN(/N=C/c3ccccc3[N+](=O)[O-])CC2)cc1	0	-0.2	10	4	0	-1.4	0.8	14	0.8
6	CC(C)N(CCO)C(=O)C(c1ccccc1)c1ccccc1	-11	2.5	5	3	-1	0.2	-0.4	17	0.1
7	COc1ccc(-n2c(SCC(=O)Nc3nccs3)nnc2-c2ccoc2C)cc1	3	-0.6	33	5	-1	-0.7	-1.4	-1	-0.8
8	CC1CCN(C(=O)c2cc3ccccc3o2)CC1	-13	0.0	6	4	0	-2.3	0.2	0	0.6
9	CN1CCN(S(=O)(=O)c2ccc(Br)c3nsnc23)CC1	-9	-2.0	20	0	-3	-0.1	-0.4	12	0.8
10	Cc1nc2ccccn2c1C(=O)Nc1ccc(Cl)cc1	-13	0.4	-8	6	0	1.5	1.0	15	1.0
11	Cc1ccc(N2CCN(/N=C/C(Cl)=C/c3ccccc3)CC2)cc1	-7	-1.3	7	9	4	2.1	-0.7	2	0.9
12	COc1cc(OC)cc(C(=O)N[C@H](C(=O)NCc2ccco2)C(C)C)c1	-12	0.0	-4	6	3	-0.6	0.1	-15	0.9
13	Cc1ccccc1-c1nc(CN2CCC(C(=O)NCCCN3CCCC3)CC2)c(C)o1	3	0.8	-9	8	2	1.3	1.2	-19	1.2
14	CCCn1c(=O)[nH]c(=O)c2c1nc(-c1ccc(OC(F)F)cc1)n2CCN1CCOCC1	8	0.2	14	5	-3	0.7	0.3	-26	0.8
15	CCOc1ccc(C2C=C(c3ccccc3)Nc3ncnn32)cc1 (stereo not given)	10	0.5	-55	2	-1	-0.3	0.1	i	-0.1
16	COc1ccc(NC(=O)Cn2nnc3ccccc32)c([N+](=O)[O-])c1	-14	-0.7	-25	5	1	0.2	1.9	-20	1.0
17	N#C/C(=C1\CCCN1)c1nc2ccccc2c(=O)[nH]1	-9	1.1	22	-1	-1	0.6	0.2	-11	0.4
18	Nc1cccc(C(=O)OCC(=O)Nc2cccc3c2C(=O)c2ccccc2C3=O)c1	-22	0.4	9	4	1	-1.8	1.0	-8	0.2
19	O=C1CCCCC/C1=N/Nc1ccc(OCc2ccccc2)cc1	13	0.3	11	4	0	0.5	-0.7	14	0.5
20	COc1ccc(NC(=O)C(CC(C)C)NC(=O)C2CCC(C)CC2)c(OC)c1 (stereo not given)	4	0.3	5	6	3	-0.5	1.0	-1	0.5
21	COc1cc2nc(N(C)C)nc(N)c2cc1OC	-7	0.6	-7	6	4	0.1	0.7	i	0.8
22	Nc1c(-c2n[nH]c(=S)n2-c2ccc(Cl)cc2Cl)cnn1-c1ccccc1	2	0.7	13	-2	-4	5.0	-0.7	-13	2.1
23	Cc1cccc(OCC(=O)N2CCN(C(=O)c3ccc([N+](=O)[O-])cc3)CC2)c1	4	1.6	-2	3	2	-0.1	-0.2	8	-0.2
24	COc1ccc(C)cc1NC(=O)C(=O)NNC(=O)c1ccco1	-23	3.1	6	5	-1	-0.6	-0.7	-33	0.0
25	CC1CC(C)CN(c2ccc([N+](=O)[O-])nc2)C1 (stereo not given)	-1	0.4	27	8	1	-0.5	1.0	-31	-0.1
26	CCOC(=O)C(CC)Sc1nc(N)c(NC(=O)c2ccc(OC)c(OC)c2)c(=O)[nH]1 (stereo not given)	-18	0.8	10	8	-4	2.6	1.9	-12	0.9
27	CCS(=O)(=O)c1ccc2oc(Nc3ccccc3Br)nc2c1	17	0.1	-17	12	7	-0.4	-0.3	26	-0.4
28	O=c1c2ccccc2ncn1CCOCCOc1ccc([N+](=O)[O-])cc1	-13	0.1	-13	3	3	1.2	-0.5	7	0.6
29	CCn1c(/C=C/Nc2ccccc2)[n+](CC)c2ccc(C(=O)OCC(F)(F)F)cc21	-33	0.2	-37	4	2	0.3	0.7	52*	0.3
30	O=c1c(-c2ccccc2)cnc2n1CCS2	21	0.1	13	6	2	0.1	2.1	-20	0.8
31	Cc1ccc(NC(=O)CSc2ncccc2C(=O)Oc2cccc([N+](=O)[O-])c2)cc1Cl	-21	0.1	-24	10	0	0.1	0.2	17	0.6
32	O=C(Nc1ccccc1Cl)O/N=C/c1ccncc1	-17	-2.5	·	6	0	1.6	1.6	·	-1.5
33	O=C(c1cccc2cccc(O)c12)N1CCCCC1	-5	-1.7	7	1	0	-0.8	-0.1	8	1.0
34	O=C1c2ccc3c4c(ccc(c24)C(=O)N1c1cccc(O)c1)C(=O)N(c1cccc(O)c1)C3=O	-18	1.8	-23	18	13	1.4	1.0	-24	0.7
35	CCOc1ccccc1C1C(C(N)=O)=C(C)Nc2nc(-c3cccc(C)c3)nn21 (stereo not given)	9	-0.6	10	2	0	1.3	-0.2	3	0.8
36	Cc1cc(C)cc(NC(=O)CN2CCN(c3ncccn3)CC2)c1	4	-3.5	14	0	-3	-1.0	-0.7	-19	0.5
37	CC1CCCN(C(=O)Cc2ccc(F)cc2)C1 (stereo not given)	-21	1.7	8	4	1	-0.7	0.2	17	0.3
38	CCN(c1ccc(NC(=O)COC(=O)c2ccc3ccccc3n2)cc1)C(C)C	-26	0.8	14	6	-2	-1.0	0.4	-3	-0.6
39	O=C(NCc1ccccc1)C1=C[C@H](C2CC2)C[C@H](OCCCCO)O1	-13	-0.9	-18	0	1	-1.8	1.2	-10	-0.1
40	CCN(CC)CCCN1C(=O)C(O)=C(C(C)=O)C1c1cccc(OC)c1 (stereo not given)	-15	-1.0	22	-1	-5	0.1	-0.2	6	0.8
41	CCOc1cc(NC(=S)NCCCN2CCOCC2)c(OCC)cc1NC(=O)c1ccc(C)cc1	-8	-2.8	-47	3	3	0.6	-0.2	-56	0.3
42	CC(C)c1ccc(CN(C)CC(O)c2ccccc2)cc1 (stereo not given)	0	-1.7	12	2	0	-0.2	0.6	9	0.6
43	CCOC(=O)C1(Cc2ccccc2C)CCCN(C(=O)c2ccccn2)C1 (stereo not given)	-9	1.4	10	4	-2	-0.4	-0.3	-23	0.8
44	O=C(O)c1cnn2c1C(=O)N(Cc1cccs1)CC2	-6	-0.5	33	6	1	2.0	0.5	-29	0.8
45	O=C(Nc1ccccc1C(=O)NCc1ccccc1)c1ccco1	-13	-0.7	-5	6	-2	-1.4	0.4	33	-0.4
46	O=[N+]([O-])c1ccc2[nH]ncc2c1	-4	-0.2	-25	5	-3	0.1	1.3	-12	1.1
47	COc1ccc(C2NN=C(c3ccc(C)cc3)S2)cc1OC (stereo not given)	-6	-3.4	-89	-2	-4	-0.8	1.7	-439	0.1
48	CN(C)c1ccc(CN(C(=O)C2COc3ccccc3O2)C2CCS(=O)(=O)C2)cc1 (stereo not given)	5	-0.3	-22	4	0	0.1	-1.3	2	-0.1

# Entries above with a nitro group on carbon, in the order listed:
item	smiles	S1P4 antag	S1P4 agonist	EP2 modulator	BaF3 tox	Ba/F3 V617F tox	TRPN1 ag	PERK inh	Calpain2 inh	TRPML3 ag
5	Cc1ccc(N2CCN(/N=C/c3ccccc3[N+](=O)[O-])CC2)cc1	0	-0.2	10	4	0	-1.4	0.8	14	0.8
16	COc1ccc(NC(=O)Cn2nnc3ccccc32)c([N+](=O)[O-])c1	-14	-0.7	-25	5	1	0.2	1.9	-20	1.0
23	Cc1cccc(OCC(=O)N2CCN(C(=O)c3ccc([N+](=O)[O-])cc3)CC2)c1	4	1.6	-2	3	2	-0.1	-0.2	8	-0.2
25	CC1CC(C)CN(c2ccc([N+](=O)[O-])nc2)C1 (stereo not given)	-1	0.4	27	8	1	-0.5	1.0	-31	-0.1
28	O=c1c2ccccc2ncn1CCOCCOc1ccc([N+](=O)[O-])cc1	-13	0.1	-13	3	3	1.2	-0.5	7	0.6
31	Cc1ccc(NC(=O)CSc2ncccc2C(=O)Oc2cccc([N+](=O)[O-])c2)cc1Cl	-21	0.1	-24	10	0	0.1	0.2	17	0.6
46	O=[N+]([O-])c1ccc2[nH]ncc2c1	-4	-0.2	-25	5	-3	0.1	1.3	-12	1.1

# Further structures follow.
item	smiles	S1P4 antag	S1P4 agonist	EP2 modulator	BaF3 tox	Ba/F3 V617F tox	TRPN1 ag	PERK inh	Calpain2 inh	TRPML3 ag
49	CCOC(=O)COc1ccc(-c2nnc(-c3ccccc3)o2)cc1	-2	0.2	18	-1	-2	0.7	1.3	-95	0.9
50	Cc1cc(NC(=O)c2ccccc2F)ncc1NC(=O)c1cccs1	-13	1.2	-10&-10	10	4	1.4	-0.8	-46	1.0
51	Cc1ccc(CN2CCNC(=O)C2CC(=O)NC2CCCCCC2)o1 (stereo not given)	-17	-2.0	17	0	-2	0.9	1.7	-40	0.3
52	CNc1nnc(-c2cc3ccccc3oc2=O)s1	-6	3.1	-7	0	-2	0.6	1.1	-310	1.6
53	Cn1c(=O)n(C)c2cc(S(=O)(=O)N3CCCc4ccccc43)ccc21	-9	1.6	-16	10	0	2.5	0.4	47	1.6
54	Cc1cc(C)n(-c2cc(N3CCN(C(=O)c4ccccc4C)CC3)ccc2[N+](=O)[O-])n1	-17	-1.0	·	3	0	4.1	0.7	·	0.3
55	CC(=O)Nc1ccc(S(=O)(=O)NNC(=O)COc2cc(C)ccc2C(C)C)cc1	-9	0.7	35	4	1	-0.2	0.1	-2	0.2
56	Cc1ccc(S(=O)(=O)N2C(=O)c3cccc4cccc2c34)cc1	-1	1.0	31	1	-5	-0.7	-0.2	-22	0.2
57	CC(=O)c1ccc(-n2nnnc2SCC(=O)Nc2cccc(NC(=O)c3ccco3)c2)cc1	-10	0.9	-43	5	1	6.9	-0.5	-13	2.1
58	COc1cc(OC)cc(-c2nnc(SCc3c(F)cccc3Cl)o2)c1	-5	3.2	18	6	1	1.4	-0.5	18	-0.4
59	CCOc1ncccc1C(=O)OCc1ccc(C#N)cc1	-10	1.8	13	7	0	-1.3	-0.2	22	-0.8
60	O=C(CSc1nnc(CNC(=O)C23CC4CC(CC(C4)C2)C3)n1-c1ccc(F)cc1)Nc1ccccc1	-13	1.6	-14	3	-2	0.0	0.3	-5	-0.5
61	CCOc1ccc2nc(SCC(=O)Nc3cccc(S(=O)(=O)NC4=NCCCCC4)c3)[nH]c2c1	-11	2.9	-48	6	-1	-1.1	-0.3	-45	-0.6
62	Cc1cc2c(=O)[nH]c(Cc3ccccc3)nc2s1	-22	-1.7	1	1	-5	-0.9	0.7	6	0.0
